Screens from PubChem BioAssay.
TAAR1 agonist: human TAAR1 agonism | AID 624467 | activation, % at 3 µM | actives 0.99% (n = 360,000) | Q96RJ0 | CHO RD-HGA16 TAAR1, Fluo-8 calcium fluorescence; vehicle wells 0%, saturating PEA agonist 100%;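 active = activation above the mean activation of all test compounds in the run plus 3 SD, cut at about 38% in these data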
Target sequence (Q96RJ0 whole entry, looked up): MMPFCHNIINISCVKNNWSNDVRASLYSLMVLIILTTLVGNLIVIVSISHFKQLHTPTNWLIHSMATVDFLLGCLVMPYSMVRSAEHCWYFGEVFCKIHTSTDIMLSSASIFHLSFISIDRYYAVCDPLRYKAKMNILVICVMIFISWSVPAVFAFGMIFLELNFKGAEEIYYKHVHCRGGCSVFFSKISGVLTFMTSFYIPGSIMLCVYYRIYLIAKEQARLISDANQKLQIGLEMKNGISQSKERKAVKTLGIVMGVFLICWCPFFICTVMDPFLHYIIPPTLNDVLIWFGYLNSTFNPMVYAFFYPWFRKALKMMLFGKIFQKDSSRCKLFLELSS
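Test system: RD-HGA16 (CHO) cells co-expressing Gα16 and hTAAR1; dosing: one-point dosing at 3 µM (nominal); timing: 17-24 h seeding, 75 min 37 °C dye, 30 min RT; signal: kinetic Fluo-8 calcium fluorescence; read-out basis: % activation relative to PEA EC100 response; controls: DMSO and PEA EC100; replicates: n 1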
V1aR counter: counter-screen for oxytocin receptor agonists: human V1a receptor agonists. CHO-V1R cells, Fluo-8 calcium fluorescence, agonist mode; 0% DMSO, 100% 3 nM vasopressin. activation, % at 3 µM. actives 0.25% (n = 320,000);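 active = activation above the mean activation of all tested compounds plus 3 SD, per screening run, cut at about 20% in these data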;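 note: signal is peak over basal fluorescence ratio across a 100 second FLIPR read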
M1 ag: activates human CHRM1 receptor. actives 0.33% (n = 360,000). CHO-K1 hM1, Fluo-8 calcium fluorescence, agonist mode; 0% DMSO, 100% acetylcholine EC100. activation, % at 3 µM;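 active = activation above the run's mean compound activation plus 3 SD, cut at about 16% in these data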;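 note: peak over basal fluorescence ratio within a 140 s kinetic read after compound addition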
Target sequence (P11229 whole entry, looked up): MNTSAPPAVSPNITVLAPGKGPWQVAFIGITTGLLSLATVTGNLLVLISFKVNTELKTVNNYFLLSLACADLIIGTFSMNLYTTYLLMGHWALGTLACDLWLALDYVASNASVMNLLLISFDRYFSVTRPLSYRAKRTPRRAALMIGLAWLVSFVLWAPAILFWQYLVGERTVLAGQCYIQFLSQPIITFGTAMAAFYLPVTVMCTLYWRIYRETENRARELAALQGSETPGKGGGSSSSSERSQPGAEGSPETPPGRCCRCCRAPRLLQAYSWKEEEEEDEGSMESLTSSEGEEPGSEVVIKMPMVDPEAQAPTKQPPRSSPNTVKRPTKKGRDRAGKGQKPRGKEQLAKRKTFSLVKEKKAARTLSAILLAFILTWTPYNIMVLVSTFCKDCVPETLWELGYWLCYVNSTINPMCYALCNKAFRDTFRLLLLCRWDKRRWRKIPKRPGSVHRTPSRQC
CHO-K1 Ca PAM: M1 PAM counterscreen hit in parental CHO-K1 cells; ATP EC20, Fluo-8 calcium fluorescence; 0% at ATP EC20, 100% at ATP max; activation, % at 3 µM; actives 0.02% (n = 360,000);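 active = activation above the run cutoff, the mean activation of all test compounds plus 3 SD, cut at about 40% in these data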;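 note: peak over basal fluorescence ratio in a 140 s read after ATP addition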
CHO-K1 Ca antag: M1 antagonist counterscreen hit in parental CHO-K1 cells | actives 0.6% (n = 360,000) | inhibition, % at 3 µM | AID 602250 | ATP-induced calcium, Fluo-8 fluorescence;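 active = inhibition above a per-plate cutoff, the plate's mean sample inhibition plus 3 SD, cut at about 24% in these data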;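 note: 0% = DMSO plus EC80 ATP and 100% = DMSO alone without ATP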
M1 ag parental: counter-screen for M1 agonists: effect in parental CHO-K1 cells. actives 0.48% (n = 360,000). activation, % at 3 µM. Fluo-8 calcium fluorescence; scaled to maximal ATP response, vehicle zero; in the data active = activation above about 15%;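 note: untransfected CHO-K1 host cells lacking M1 receptor as counterscreen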
CHO parental Ca: counter-screen: ATP calcium response change in parental CHO cells; parental CHO-K1, ATP-induced calcium, Fluo-8 fluorescence; inhibition, % at 5.6 µM; actives 0.63% (n = 330,000); AID 463079;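 active = inhibition above that plate's mean sample inhibition plus 3 SD, cut at about 26% in these data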;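 note: 0% = ATP-challenged DMSO wells and 100% = DMSO wells without ATP; some compounds past the cut are filed as inactive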
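Measured by: calcium-sensitive Fluo-8 fluorescence / Test system: CHO parental line / Controls: ATP-challenged DMSO wells low, unchallenged DMSO wells high / Measure: % inhibition / Compound: single nominal dose of 5.6 µM per compound / Replicates: single well per compound, no replicates / Reagent: ATP as calcium-mobilizing challenge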
TAAR1 antag: human TAAR1 antagonism | Q96RJ0 | CHO RD-HGA16 TAAR1, Fluo-8 calcium fluorescence, antagonist | inhibition, % at 3 µM | actives 1.5% (n = 360,000) | AID 624466;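 active = inhibition above a per-plate cutoff, the mean inhibition of test compounds on that plate plus 3 SD, cut at about 49% in these data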;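 note: 0% = DMSO plus EC80 beta-PEA response and 100% = DMSO alone without agonist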
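Material: RD-HGA16 CHO cells with stable hTAAR1 and Gα16; Dosing: single nominal final test compound concentration of 3 µM; Schedule: seeding 17-24 h prior, 75-min 37 °C, 30-min RT dye loading; Detection: kinetic Fluo-8 calcium fluorescence measurement; Measure: % inhibition from peak post-agonist over basal fluorescence ratio; Benchmarks: vehicle and agonist controls.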
OXTR potentiator: potentiators of human oxytocin receptor | P30559 | CHO-OTR cells, Fluo-8 calcium fluorescence, potentiator mode; 0% = oxytocin EC15, 100% = EC100 | activation, % at 3 µM | actives 0.061% (n = 320,000) | AID 2445;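 active = activation above that plate's cutoff, the mean activation of tested compounds plus 3 SD, cut at about 6.6% in these data, passing the limit was not always enough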;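 note: 100% uses oxytocin at 75 nM as the full agonist control; some results filed as inactive read as strong as hits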
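Dosing: Single dose, 3.0 µM nominal final compound concentration | Material: Human OTR in CHO cells | Technique: Kinetic Fluo-8 calcium fluorescence | Benchmarks: EC15 oxytocin alone as 0%, 75 nM oxytocin as 100% | Probe or stimulus: Oxytocin at about EC15, sub-maximal agonist stimulus | Incubation: Compound 6 min at room temperature before oxytocin, 100 s read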
Active calls of the source: *; . = not tested or not shown.

SMILES | TAAR1 agonist | V1aR counter | M1 ag | CHO-K1 Ca PAM | CHO-K1 Ca antag | M1 ag parental | CHO parental Ca | TAAR1 antag | OXTR potentiator
C[C@H]1CN([C@@H](C)CO)C(=O)CCCn2nncc2CO[C@H]1CN(C)C(=O)Nc1cccc2ccccc12 | 2 | . | 1 | -9 | 20 | 0.0 | . | 8 | .
O=C(NC1CCCCC1)C(c1cccs1)N(CC1CCCO1)C(=O)c1csnn1 (configuration not stated) | 2 | -0.7 | -3 | 12 | -5 | -0.3 | -34 | -4 | -5
Cc1ccccc1C(=O)Oc1ccc2ccc(O)cc2c1 | 6 | 0.7 | -3 | 21 | -5 | 12 | 66* | 14 | -9
O=C(NCCc1csc(-c2cccnc2)n1)c1c(F)cccc1F | 3 | 0.0 | 3 | 14 | 2 | 7.7 | -17 | 20 | -4
COc1cc(C(=O)Nc2ccccc2N2CCOCC2)ccc1OCc1c(C)noc1C | 5 | 0.1 | -5 | 15 | -8 | 3.6 | -19 | 14 | -11
NC(=O)CSc1nc2ccccc2n1-c1ccccc1 | 2 | -0.2 | -7 | 17 | -10 | 4.2 | -14 | 10 | 3
O=C(CC1SC2=NCCN2C1=O)Nc1ccc(Br)cc1 (configuration not stated) | 0 | 1.2 | -4 | 6 | -10 | -0.4 | -6 | 10 | -10
Cc1nn(C)c(C)c1CN(C(=O)CCc1nnc(Cc2c[nH]c3ccccc23)o1)C(C)C | 8 | 0.6 | -4 | 6 | -17 | 1.7 | -23 | 24 | -4
COc1ccc(-c2noc(CSc3nnc(Cc4ccccc4)n3-c3ccc(Cl)cc3)n2)cc1 | 22 | 2.6 | -3 | 7 | -11 | 1.0 | -16 | 1 | -7
Cc1ccc(C)c(CN2CCC(CNC(=O)Nc3ccc(C)c(C)c3)CC2)c1 | 2 | 3.4 | -6 | -6 | -10 | 3.9 | -13 | 2 | -20
COCCCNC(=S)Nc1ccc(C)cc1 | 1 | 0.3 | -3 | 12 | -9 | 2.2 | -9 | -2 | 2
COc1ccc(C(C#N)N2CCCCCC2)cc1OC (configuration not stated) | 4 | 1.1 | -3 | -6 | 2 | -0.2 | -3 | -7 | -7
C[C@H](CO)N1C[C@H](C)[C@@H](CN(C)Cc2ccc(-c3ccccc3)cc2)Oc2c(NS(=O)(=O)c3ccccc3)cccc2C1=O | 8 | 1.6 | 1 | 11 | -9 | -0.4 | -28 | 6 | 0
Cc1ccc(C)c(NC(=S)N/N=C2/CCCCc3ccccc32)c1 | 9 | 0.4 | -7 | 18 | -17 | -0.3 | -20 | -21 | -5
O=S(=O)(Nc1nc(-c2ccccc2)cs1)c1cc(Cl)ccc1Cl | -2 | 1.1 | 3 | 5 | -5 | 1.2 | -3 | -7 | -17
COCCCNC(=O)CCc1nnc(Cc2ccc(-c3ccccc3)cc2)o1 | 5 | 2.4 | -3 | 7 | -11 | 2.5 | -2 | -24 | -2
N#CCN1CCC/C1=C\[N+](=O)[O-] | 10 | 1.2 | -3 | 9 | -15 | 0.4 | -5 | -1 | 4
Cn1c(=O)c2c(nc(N/N=C/c3ccco3)n2C)n(C)c1=O | 0 | -1.3 | -3 | 2 | -12 | 0.2 | -6 | -10 | 1
Cc1ccc(NC(=O)NC(=O)CN2CCN(c3ccc(O)cc3)CC2)c(C)c1 | 3 | 5.4 | -3 | 26 | -5 | 7.8 | 0 | -9 | -9
CN(C)c1nc(-c2ccccc2)ns1 | 0 | -0.6 | -3 | 9 | -11 | 1.9 | 1 | -10 | -8
O=C1NC[C@H](CCCCN2CCN(CCc3ccccc3)C(=O)C2=O)N(CCc2ccccc2)C1=O | 2 | . | . | 0 | -11 | 0.2 | . | 11 | .
CCOC(=O)c1c(NC(=O)COc2ccccc2C#N)sc2c1CC(C)(C)NC2(C)C | 22 | 2.2 | 0 | -1 | 3 | 9.5 | -16 | 74* | -12
Cc1ccc(S(=O)(=O)n2cnc3ccccc32)cc1[N+](=O)[O-] | 3 | 0.5 | -2 | 3 | -19 | 0.9 | -5 | -4 | -4
O=C(NCc1ccccn1)c1ccc(Cl)c(S(=O)(=O)N2CCCCCC2)c1 | 3 | 5.4 | -2 | -5 | -7 | 5.5 | -10 | -4 | -13
COC(=O)c1ccc(C(=O)OC)c(NC(=S)N2CCN(C)CC2)c1 | 1 | 1.2 | -5 | 22 | -17 | 3.0 | 0 | -36 | 4
CCN(CC(=O)NCc1ccc(Cl)cc1)S(=O)(=O)c1ccc(F)cc1 | -2 | 0.7 | -6 | 9 | -4 | 0.6 | -8 | -10 | -9
O=S(=O)(c1ccc(-c2csc(-c3cccnc3)n2)cc1)N1CCOCC1 | 11 | 1.0 | -10 | 13 | -2 | 3.0 | -3 | 6 | -13
OC(CN1CCC(Cc2ccccc2)CC1)C(F)(F)F (configuration not stated) | -1 | 1.5 | -6 | -8 | 2 | -0.1 | -20 | -13 | -10
CCCNC(=O)C1(C)CCCN(Cc2ccccc2N(C)C)C1 (configuration not stated) | 2 | . | -7 | 16 | -8 | 0.2 | . | -12 | .
CCOc1ccc(N=Cc2c(C)[nH]n(-c3nc4ccccc4[nH]3)c2=O)cc1 | 10 | 0.0 | -3 | 19 | -7 | 0.5 | -25 | 17 | -9
C=C(C)COc1ccc(-c2n[nH]c(C)c2-c2ccc(OC)c(OC)c2)c(O)c1 | 5 | -0.8 | 0 | -12 | 55* | -1.1 | -20 | 21 | -7
CN(C)S(=O)(=O)c1cccc(NC(=O)COC(=O)CNC(=O)c2cccc([N+](=O)[O-])c2)c1 | 1 | 0.2 | -7 | 14 | -11 | 2.5 | -10 | -34 | -1
Cc1ccc2c(Cl)c(C(=O)NCCCn3ccnc3)sc2c1 | 4 | 3.5 | -3 | 8 | 0 | 0.3 | -17 | -1 | -17
COc1cc(CCCN2C(=O)C(=O)NC[C@@H]2Cc2ccc(O)cc2)cc(OC)c1OC | 8 | 1.9 | 1 | 21 | -12 | 0.9 | -2 | -3 | -2
O=C(N/N=C/c1ccco1)c1ccc(OCc2ccccc2)cc1 | 16 | 1.6 | 5 | -14 | -7 | 0.9 | -12 | 45 | -2
CC(C)Nc1nc(-c2ccccc2F)c2sc(-c3ccccc3)cc2n1 | -1 | . | -6 | 24 | -8 | 0.9 | . | -19 | .
Cc1ccc(NCC(=O)Nc2ccc(Br)cc2)cc1C | -1 | 0.9 | 0 | 7 | 3 | 1.6 | -7 | 11 | -16
COc1ccc(-c2noc(CN(C(=O)C(C)(C)C)C(C)C)n2)cc1 | 11 | -0.5 | -5 | 23 | -15 | 2.3 | -3 | 4 | -1
CCn1c(SCC(=O)NCCc2ccc(OC)c(OC)c2)nc2c1c(=O)n(C)c(=O)n2C | 4 | -0.5 | -7 | 21 | -12 | 1.2 | -13 | 13 | -2
Cc1cc(C)c(NC(=O)Cn2c(=O)n(-c3ccc(CC(=O)NCC4CCCO4)cc3)c(=O)c3ccccc32)c(C)c1 (configuration not stated) | 2 | -0.3 | -3 | 0 | -1 | 0.5 | -17 | -22 | -8
O=C(NC1CCN(Cc2ccc(Cl)cc2)CC1)c1cn(-c2ccccc2)nc1-c1cccnc1 | 3 | 0.2 | -8 | -6 | -1 | -1.2 | -26 | 7 | -3
O=C(Nc1nc2ccc(C(=O)N3CCCCC3)cc2s1)C1CCCCC1 | 1 | 0.7 | -3 | 3 | -10 | 0.1 | -8 | -1 | -16
CN(CC(=O)Nc1ccc(Cl)c(Cl)c1)Cc1nnc(-c2ccc(F)cc2)o1 | 11 | 0.4 | 1 | 1 | -16 | 9.0 | 1 | -25 | -8
Cc1ccc(NC(=O)NC2CCCc3ccccc32)cc1 (configuration not stated) | -2 | -1.1 | -5 | -18 | 2 | -0.2 | -3 | 1 | -10
COc1ccc(NC2(c3ccccc3)OC(=O)c3ccccc32)cc1 (configuration not stated) | 7 | 0.3 | -13 | -5 | -3 | 0.1 | -22 | 2 | -12
CCOc1ccccc1CNC(=O)C1CCN(S(=O)(=O)N2CCC(C)CC2)CC1 | -1 | . | -3 | 4 | 1 | 2.1 | . | 5 | .
S=C(NCc1ccc(Cl)cc1)NN1CCOCC1 | 2 | -0.7 | -8 | 18 | -9 | 0.1 | -5 | -4 | -5
CN1CCN(S(=O)(=O)c2ccc(Oc3cccc(C(F)(F)F)c3)nc2)CC1 | 0 | 0.9 | -4 | -1 | -4 | 0.5 | -14 | -27 | -2

3 of the compounds above, with values under each structure:
Sequence of screens: TAAR1 agonist	V1aR counter	M1 ag	CHO-K1 Ca PAM	CHO-K1 Ca antag	M1 ag parental	CHO parental Ca	TAAR1 antag	OXTR potentiator
CN(CC(=O)Nc1ccc(Cl)c(Cl)c1)Cc1nnc(-c2ccc(F)cc2)o1
 : 11	0.4	1	1	-16	9.0	1	-25	-8
Cc1ccc(NC(=O)NC2CCCc3ccccc32)cc1 (configuration not stated)
 : -2	-1.1	-5	-18	2	-0.2	-3	1	-10
COc1ccc(NC2(c3ccccc3)OC(=O)c3ccccc32)cc1 (configuration not stated)
 : 7	0.3	-13	-5	-3	0.1	-22	2	-12

(continued)
SMILES | TAAR1 agonist | V1aR counter | M1 ag | CHO-K1 Ca PAM | CHO-K1 Ca antag | M1 ag parental | CHO parental Ca | TAAR1 antag | OXTR potentiator
CC1(C)CC(=O)C(C(c2cccnc2)C2C(=O)CC(C)(C)CC2=O)C(=O)C1 | 9 | -0.3 | -5 | 7 | -3 | 0.2 | 6 | -2 | -2
O=C(CSc1nc2ncc(Br)cc2[nH]1)Nc1ccccc1-c1ccccc1 | 20 | 0.6 | 3 | 8 | 3 | 0.8 | -2 | -25 | -5
COc1cc(C)cc(OC)c1OCC(=O)Nc1cc(C)on1 | -2 | -0.2 | -4 | -9 | -3 | 1.2 | -17 | 88* | 3
CCOC(=O)c1c(CN(C)C)n(C)c2ccc(OC(C)=O)cc12 | 16 | 0.7 | -2 | 11 | -2 | 0.1 | -19 | 7 | -8

Three entries already listed, ordered by the value under OXTR potentiator, smallest number first:
molecule	OXTR potentiator
CCOC(=O)c1c(CN(C)C)n(C)c2ccc(OC(C)=O)cc12	-8
O=C(CSc1nc2ncc(Br)cc2[nH]1)Nc1ccccc1-c1ccccc1	-5
COc1cc(C)cc(OC)c1OCC(=O)Nc1cc(C)on1	3
